# Source: PubChem (National Center for Advancing Translational Sciences (NCATS))
# VP16 counter: VP16 counterscreen qHTS for inhibitors of ROR gamma transcriptional activity; Drosophila S2 Gal4-VP16 UAS-luciferase, luminescence, 20 h; Potency, µM (doses to about 53.6 µM), without a hit: at the highest dose activity, negative = inhibition, actives largely listed as inhibitors; 310,000 compounds, 3.5% hits;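 note: Gal4-VP16 expression switched on by copper sulfate through the metallothionein promoter; potency is the fitted concentration of half-maximal effect; % is set by controls: 0 for no effect and ±100 for the full control effect; nearly all actives have a fitted effect of over 50% in size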
# PKM2 activator: qHTS Assay for Activators of Human Muscle isoform 2 Pyruvate Kinase; Pyruvate kinase PKM (Homo sapiens), P14618; purified PKM2, Kinase-Glo ATP luminescence, activation; response scale: 0% is enzyme alone, no compound; Potency, µM (highest dose often 57.5 µM), for the others: top-dose activation, actives largely listed as activators; 260,000 compounds, 0.34% hits; note: potency is the fitted concentration of half-maximal effect; % is set by controls: 0 for no effect and ±100 for the full control effect; nearly all actives have a fitted effect of over 55% in size
#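 hPK-M2, >95% pure; 0.1 mM ADP / 0.5 mM PEP final; imidazole pH7.2 buffer w/ 7 mM MgCl2, 50 mM KCl; 1 h RT; Kinase-Glo lum. Intermediate enzyme activity for dual inhibitor/activator qHTS.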
# BRCA1 expr up: qHTS Assay to Identify Small Molecule Activators of BRCA1 Expression. MCF7-BRCA1-FFLuc reporter, luminescence, 48 h; response scale: scaled: vehicle 0%, 10 µM genistein 100%. 380,000 compounds, 1.1% hits. AID 624202, 2012. Potency, µM (series often up to 46.1 µM), for inactives: top-dose activation, hits mostly activators; note: potency is the fitted concentration of half-maximal effect; nearly all actives have a fitted effect of over 80% in size; some results filed as inactive show a strong effect at the top dose
#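 Luminescence from a BRCA1-driven firefly luciferase in MCF7 cells was read after 48 h compound exposure at 37 C. Data normalized against DMSO and a 10microM genistein activation control, then curve-fitted across the titration.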
# FLuc modulator: qHTS profiling assay for firefly luciferase inhibitor/activator using purifed enzyme and Km concentrations of substrates (counterscreen for miR-21 project) | Luciferin 4-monooxygenase (Photinus pyralis), P08659 | 360,000 compounds, 6.9% hits | Potency, µM (highest dose often 57.5 µM), for the others: top-dose activity change, negative = inhibition, actives largely listed as inhibitors | purified FLuc, Km substrates, luminescence inhibition;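 note: potency is the fitted concentration of half-maximal effect; plate controls were vehicle for no effect and reference inhibitor for full effect; nearly all actives have a fitted effect of over 55% in size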
#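 Purified P. pyralis luciferase (10nM final) with 10uM D-luciferin and 10uM ATP (Km levels) in 50mM Tris acetate pH 7.5, 10mM Mg acetate, 0.01% Tween-20, 0.05% BSA; qHTS 6-point titration, ~60 µM downward; luminescence read.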
# ELG1 genotoxic: qHTS screen for small molecules that induce genotoxicity in human embryonic kidney (HEK293T) cells expressing luciferase-tagged ELG1; 330,000 compounds, 1.3% hits; Potency, µM (titrated, usually from 46 µM), for inactives: at the highest dose activity change, positive = activation, most hits filed as activators; HEK293T ELG1-luciferase reporter, luminescence, 16 h; AID 504466, 2011; note: potency is the fitted concentration of half-maximal effect; % of control where 0% means no effect; nearly all actives have a fitted effect of over 60% in size
#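 16 hr compound incubation (37 °C, 5% CO2) of HEK293T cells carrying luciferase-tagged ELG1; luciferase then measured by ONE-Glo luminescence after 30 min at RT.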
# Rab9 promoter act: qHTS Assay for Rab9 Promoter Activators. Huh7 Rab9 promoter-luciferase reporter, luminescence, 24 h. Potency, µM (highest dose often 9.22 µM), for the others: at the highest dose activation, negative = inhibition, actives largely listed as activators. 320,000 compounds, 2.8% hits; note: potency is the fitted concentration of half-maximal effect; % of control where 0% means no effect; nearly all actives have a fitted effect of over 60% in size
#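 Rab9 promoter-driven luciferase in stably transfected Huh7 cells; 1500 cells/well rested 2 h, exposed to compound in DMSO for 24 h at 37 °C, 5% CO2. Luminescence read 10 min after adding luciferase reagent at ambient temperature.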
# p53 reactivator: qHTS assay for re-activators of p53 using a Luc reporter | H1299 p53-A138V BP100-luciferase reporter, luminescence, 24 h | Potency, µM (titrated, usually from 92.2 µM), for the others: top-dose activity change, positive = activation, most hits filed as activators | 320,000 compounds, 0.063% hits | AID 504706, 2011; note: potency is the fitted concentration of half-maximal effect; % of control where 0% means no effect; nearly all actives have a fitted effect of over 45% in size
#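 p53-null H1299 cells stably carrying temperature-sensitive p53-A138V and a BP100-luciferase reporter were pinned with compounds (4-point, 1:5 series) and held 24 hrs at 37 deg C. Luminescence was read 10 min after detection reagent.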
# Giardia killer: Small Molecules that selectively kill Giardia lamblia: qHTS; activity change, % at 7.66 µM, hits read low; 340,000 compounds, 0.15% hits; AID 540267, 2011; Giardia lamblia trophozoite viability; in the data active = activity change below about -80%; inconclusive = between about -30% and that limit;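 note: parasites exposed to compound for two days anaerobically before the ATP read; % is set by controls: 0 for no effect and ±100 for the full control effect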
#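 Luminescent ATP signal served as the viability read-out, measured 15-30 min after adding ATP detection reagent to trophozoites that had been incubated with compounds for 48 hrs at 37 deg C anaerobically at 100 cells/well.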
# RORgamma inh: qHTS for inhibitors of ROR gamma transcriptional activity. AID 2551, 2010. Potency, µM (highest dose often 53.6 µM), for inactives: at the top dose activity change, negative = inhibition, most hits filed as inhibitors. Drosophila S2 Gal4-RORgamma UAS-luciferase reporter, 20 h. 310,000 compounds, 5.4% hits. Nuclear receptor ROR-gamma (Mus musculus), P51450; note: potency is the fitted concentration of half-maximal effect; % is set by controls: 0 for no effect and ±100 for the full control effect; nearly all actives have a fitted effect of over 60% in size
# Target sequence (P51450 whole entry, looked up, the tested form may be a part): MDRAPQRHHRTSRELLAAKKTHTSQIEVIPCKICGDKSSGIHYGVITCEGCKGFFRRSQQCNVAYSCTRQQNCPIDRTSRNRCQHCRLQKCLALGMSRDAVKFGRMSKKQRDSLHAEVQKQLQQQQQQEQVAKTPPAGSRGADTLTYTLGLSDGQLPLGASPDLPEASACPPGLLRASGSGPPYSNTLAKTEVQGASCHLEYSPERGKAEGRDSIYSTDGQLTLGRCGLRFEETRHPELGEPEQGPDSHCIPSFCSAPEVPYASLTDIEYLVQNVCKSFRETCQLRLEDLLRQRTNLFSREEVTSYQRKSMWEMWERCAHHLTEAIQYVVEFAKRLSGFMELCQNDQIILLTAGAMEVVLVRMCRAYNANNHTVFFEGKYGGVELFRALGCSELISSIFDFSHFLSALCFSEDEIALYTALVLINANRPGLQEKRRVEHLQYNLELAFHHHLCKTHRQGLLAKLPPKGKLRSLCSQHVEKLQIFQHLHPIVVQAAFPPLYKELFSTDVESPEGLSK
#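 Compounds are pin-transferred onto Drosophila Schneider cells expressing a copper-inducible Gal4–ROR gamma transactivation domain fusion. After 1 hr, copper sulfate is added to 700 uM final; luciferase is read 20 hr later.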
# Menin-MLL TR inh: qHTS Assay for Inhibitors Targeting the Menin-MLL Interaction in MLL Related Leukemias: Competition With Texas Red Labeled MLL-derived Mutant Peptide; O00255; Menin + Texas Red MLL mutant peptide, fluorescence polarization; Potency, µM (doses to about 61.6 µM), for inactives: at the highest dose FP activity change, negative = inhibition, hits mostly inhibitors; 270,000 compounds, 0.23% hits; AID 1768, 2009; active = well fitted inhibition curve with a large enough effect in the polarisation, with a control signal flat, not every such curve was filed as active; inconclusive = small, poorly fitted or top-dose-only effect, or effect the other way, or a change in a side signal; inactive = no such curve, though single readings can be large or run the other way; the % refers to the polarisation; note: potency is the fitted concentration of half-maximal effect; % of control where 0% means no effect; many of its hits are not listed in these tables
# Target sequence (O00255 whole entry, looked up): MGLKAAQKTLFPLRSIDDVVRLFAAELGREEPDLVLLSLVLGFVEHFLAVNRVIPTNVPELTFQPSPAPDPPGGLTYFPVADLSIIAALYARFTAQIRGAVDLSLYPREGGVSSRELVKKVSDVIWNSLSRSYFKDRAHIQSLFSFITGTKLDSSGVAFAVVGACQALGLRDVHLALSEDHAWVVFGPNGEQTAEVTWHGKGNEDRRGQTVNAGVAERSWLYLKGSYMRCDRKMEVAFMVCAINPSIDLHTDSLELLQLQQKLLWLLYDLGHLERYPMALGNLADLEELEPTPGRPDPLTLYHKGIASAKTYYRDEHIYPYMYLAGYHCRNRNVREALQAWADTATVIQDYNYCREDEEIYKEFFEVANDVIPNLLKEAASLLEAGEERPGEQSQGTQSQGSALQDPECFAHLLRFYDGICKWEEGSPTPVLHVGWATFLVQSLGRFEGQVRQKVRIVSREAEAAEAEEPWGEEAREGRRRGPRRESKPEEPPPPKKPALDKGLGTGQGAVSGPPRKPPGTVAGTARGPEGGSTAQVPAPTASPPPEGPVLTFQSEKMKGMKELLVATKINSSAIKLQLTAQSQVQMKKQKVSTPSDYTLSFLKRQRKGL
# NPC1 promoter act: qHTS Assay for NPC1 Promoter Activators; Potency, µM (series often up to 9.22 µM), for the others: at the highest dose activation, most hits filed as activators; Huh7 NPC1 promoter luciferase reporter, 24 h; 320,000 compounds, 2.4% hits;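 note: potency is the fitted concentration of half-maximal effect; % of control where 0% means no effect; nearly all actives have a fitted effect of over 60% in size; reporter is driven by a mutant NPC1 promoter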
#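 Cells: Huh7 expressing luciferase under the NPC1 promoter, 1500/well. Seeded 2 h, compound added, incubated 24 h at 37 °C. Luciferase reagent, 10 min ambient, then luminescence.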
# * marks the source's active call; other numbers are inactive results; ? = inconclusive; · = no result given; [ ] = remark or other dose. Unless noted, calls come from the whole dose curve; as a rule, active = well fitted curve in the direction sought with a large enough effect; inconclusive = small, poorly fitted or top-dose-only effect, or another doubt; inactive = no such curve, though single readings can be large; an effect the other way counts as inactive or inconclusive. An excerpt; count on the stated rates, not on these rows.
SMILES,VP16 counter,PKM2 activator,BRCA1 expr up,FLuc modulator,ELG1 genotoxic,Rab9 promoter act,p53 reactivator,Giardia killer,RORgamma inh,Menin-MLL TR inh,NPC1 promoter act
Cc1c(C(=O)OCC(=O)NCCN2C(=O)CSC2=O)oc2c1ccc1ccccc12,0%,5%,27%,-3%,2%,-1%,-2%,-5,6%,0%,2%
COC(C)(C)[C@]12CC(O)(c3ccccc3)ON1[C@H]1CCCCC1N2O (some centres not stated),10%,-1%,-1%,-1%,0%,-2%,1%,10,34%,-2%,-1%
CC(C)=CC(=O)Nc1nnc(C)s1,14%,-10%,22%,-17%,15%,16%,28%,-9,33%,-26%,9%
CCCC[C@@H]1CNC(=S)N1CCC12CC3CC(CC(C3)C1)C2,3.2µM*,0%,4%,1%,-10%,-1%,-1%,21,0.56µM*,?,2%
Cc1ccc(S(N)(=O)=O)cc1NC(=O)C(c1ccccc1)c1ccccc1,·,0%,-2%,0%,1%,-1%,·,-8,·,-13%,0%
CC(NC(=O)CN(c1ccc(Cl)cc1)S(C)(=O)=O)c1ccccc1 (configuration not stated),-5%,0%,-29%,0%,-3%,-1%,-6%,-5,2%,1%,-5%
COc1ccccc1CNC(=O)CN1C(=O)C(C)N(c2ccc(C)cc2)C1=O (configuration not stated),-12%,-3%,-27%,-11%,-3%,-4%,-2%,0,32%,-16%,-2%
COc1cccc(NC(=O)CSc2nnc(-c3ccco3)c(-c3ccco3)n2)c1,4%,?,-14%,?,1%,2%,-2%,4,-18%,?,9%
Cc1ccc(C(O)P(=O)(OCc2ccccc2)c2ccc(N(C)C)cc2)cc1 (configuration not stated),-5%,-3%,6%,3%,5%,0%,-4%,12,4%,·,0%
CN(CC(=O)Nc1cccc(F)c1)C(=O)C1(c2ccccc2)CC1,·,·,-10%,4%,0%,-7%,2%,2,·,·,-4%
CCOC(=O)N1CCN(C(=O)Nc2ccc(NC(=O)N3CCN(C(=O)OCC)CC3)cc2)CC1,4%,5%,-1%,-2%,0%,2%,-1%,-14,5%,4%,-1%
Cc1cc(=O)n2c(ccc3ccccc32)c1C#N,3%,0%,-3%,3%,-5%,-2%,-4%,5,-1%,-1%,-4%
Cc1ccc(S(=O)(=O)N(C)C)cc1NC(=O)c1sccc1Cl,-3%,-2%,-23%,-3%,5%,1%,-4%,6,3%,·,-4%
CC/C(=N/Nc1ccccc1C)c1cnnc(SC)n1,10%,?,-9%,-13%,-1%,0%,-10%,8,3%,2%,-4%
CCC(CO)NCc1cc(OC)c(OCC(=O)NCCc2ccccc2)cc1Br (configuration not stated),-2%,-4%,3%,1%,-2%,-2%,-13%,5,19%,10%,0%
COc1cc(OC)c(C(=O)O/N=C(\N)c2ccccn2)cc1OC,2%,·,38%,-4%,4%,14%,23%,-22,27%,-1%,10%
Cc1ccc(Sc2cnccc2C#N)cc1,8%,·,-5%,0%,1%,9%,-4%,-1,-21%,-8%,2%
CC(C)(CO)NCC(O)Cn1cc(C=O)c2ccccc21 (configuration not stated),-10%,-4%,0%,4%,-2%,-1%,0%,-25,32%,1%,1%
C=C1C(C(=O)Nc2ccc(OC)cc2)C1C(=O)Nc1ccc(OC)cc1 (configuration not stated),-10%,-2%,-25%,-1%,?,-5%,9%,-8,-7%,·,2%
O=C(COC(=O)c1ccccn1)Nc1ccccc1Cl,2%,6%,-2%,0%,-5%,9%,0%,-8,42%,3%,4%
COc1ccccc1CC(=O)NC1CCN(Cc2ccccc2)CC1,-3%,·,12%,1%,-3%,3%,1%,0,-9%,-15%,0%
Cc1ccc(OCC(=O)Oc2cccc(C)c2C)cc1,-8%,1%,13%,?,0%,0%,·,-2,2%,-2%,2%
CCCC(=O)Nc1ccccc1-c1nnc(SCC)[nH]c1=O,2%,-3%,0%,1%,-1%,-2%,-1%,3,3%,·,-5%
CSc1cccc(NC(=O)C2CCN(S(=O)(=O)c3ccc4c(c3)NC(=O)CO4)CC2)c1,5%,·,-3%,0%,-7%,-1%,-10%,-1,17%,?,-4%
Cc1cc2cc(C(c3nnnn3C(C)(C)C)N(Cc3ccco3)CC3CCCO3)c(=O)[nH]c2cc1C (configuration not stated),2%,-4%,-6%[1.84 µM],2%,-5%,-1%,3%,-1,19%,-25%,-2%
# Next part
SMILES,VP16 counter,PKM2 activator,BRCA1 expr up,FLuc modulator,ELG1 genotoxic,Rab9 promoter act,p53 reactivator,Giardia killer,RORgamma inh,Menin-MLL TR inh,NPC1 promoter act
CCC(C)Sc1nc2c(cnn2-c2ccccc2)c(=O)[nH]1 (configuration not stated),0%,-20%,-29%,-4%,3%,0%,2%,-18,14%,12%,6%
O=C(Cn1nnc(-c2ccc(Cl)cc2)n1)NC1CC2CCC1C2 (configuration not stated),3%,-2%,-13%,-1%,0%,10%,-3%,12,11%,2%,1%
O=C(COc1ccccc1)NC(NC(=S)Nc1ccccc1O)C(Cl)(Cl)Cl (configuration not stated),-9%,3%,-2%,-3%,-4%,0%,6%,-19,45%,15%,-1%
CC(C)C(=O)NCc1cc(-c2ccccc2)no1,21%,0%,13%,3%,7%,-3%,10%,-7,17%,18%,0%
O=C(COC(=O)COc1ccc(Br)cc1)NCc1ccccc1,·,·,-2%,3%,1%,-1%,10%,-17,·,·,-1%
CC(OC(=O)CSc1ccccc1)C(=O)NC1CCCCC1C (configuration not stated),·,·,-12%,5%,1%,-6%,-4%,15,·,·,0%
C/C(=N\NC(=O)c1nnn(-c2nonc2N)c1C(C)C)c1cc(C)sc1C,2%,0%,0%,17µM*,-2%,-5%,14%,-17,-1%,18%,-1%
O=C(Cn1cccc1C(=O)c1ccccc1)NCCc1ccc(Cl)cc1,-1%,·,-1%,0%,-2%,-7%,4%,-13,-24%,·,-4%
Cc1sc2nc(C(C)C)nc(SCC(=O)NCc3ccco3)c2c1C,?,13%,-19%,-2%,-8%,-6%,3%,-9,5µM*,-7%,1%
CC1CCN(C(=O)C2CCC(C)(C(=O)O)C2(C)C)CC1 (configuration not stated),-9%,4%,3%,6%,-1%,0%,0%,1,-26%,1%,2%
Cc1cccn2c(=O)c(/C=C(\C#N)C(N)=O)c(N3CCCCCC3)nc12,11%,·,-37%,2%,-2%,1%[1.84 µM],-2%,-13,42%,?,-2%
CCOC(=O)N1CCN(C(=O)CN(c2ccc(Cl)c(C(F)(F)F)c2)S(C)(=O)=O)CC1,9%,1%,-11%,-2%,-1%,5%,9%,36[activator],-14%,-7%,0%
CCCC1c2ccsc2CCN1C(=S)NC (configuration not stated),8%,-8%,-5%,3%,-3%,-4%,-5%,-13,4%,·,-1%
OC[C@@H](O)[C@@H](O)[C@H](O)[C@@H](O)CO,·,·,8%,0%,-7%,3%,-5%,7,·,·,-6%
O=C(COc1ccc(Cl)c(Cl)c1)NN1C(=O)C2C(C1=O)C1C=CC2C12CC2 (configuration not stated),14%,3%,-12%,-14%,0%,1%,-5%,18,44%,-3%,-3%
CC(C)OCCCNC(=O)CN1CCN(Cc2ccc(Cl)cc2)C1=O,-10%,·,-3%,-1%,-1%,-1%,3%,-18,29%,?,1%
Cc1ccc2c(CSc3nnc(C4CC4)n3N)cc(=O)oc2c1,9%,0%,4%,2%,0%,3%,-5%,-5,45%,-3%,0%
COc1cccc(OCc2nn3c(=O)c(-c4ccccc4)nnc3s2)c1,-4%,·,-1%,3%,-2%,0%,8%,-11,-4%,?,-4%
CCOC(=O)c1cc(C#N)c(N2CCNCC2)nc1C(F)(F)F,1%,-4%,-3%,8%,1%,-7%,4%,-10,-1%,·,0%
CC(C)c1ccc(S(=O)(=O)Nc2ccc(N3CCOCC3)cc2)cc1,-8%,-10%,-31%,1%,1%,-2%,18%,4,12%,11%,0%
